Screening data (PubChem)
Growth percent in the NCI-60 one-dose screen (48 h, 10 µM unless noted): 100 = growth as untreated, 0 = no growth, -100 = all killed.
MDA-MB-468 = MDA-MB-468 breast cancer | AID 2202374 | 78,000 compounds, 8.5% hits
T-47D = T-47D breast cancer; 79,000 compounds, 5% hits
K-562 = K-562 leukemia; 78,000 compounds, 7.4% hits
HS 578T = HS 578T breast cancer. 78,000 compounds, 4.1% hits
BT-549 = BT-549 breast cancer; 78,000 compounds, 4.4% hits; AID 1794793
SR = SR leukemia cells. 73,000 compounds, 8.7% hits
MCF7 = MCF7 breast cancer; 82,000 compounds, 6.3% hits
MDA-MB-231 = MDA-MB-231 breast cancer; 81,000 compounds, 5% hits
Active calls of the source: *; / = no result given; [ ] = remark or other dose. How the source made its calls: active means growth percent below 10; inactive means the rest.

SMILES	MDA-MB-468	T-47D	K-562	HS 578T	BT-549	SR	MCF7	MDA-MB-231
CNC(=O)c1cccc(N2CCc3c2ccc(NC(=O)Nc2ccccc2)c3F)c1	93	82	93	75	104	88	86	99
O=C(N/N=C/c1ccccc1)c1ccccc1	113	95	114	116	104	81	96	99
COS(=O)(=O)C1C(=O)C2(C)CCC1C2(C)C (configuration not stated)	103	108	101	98	99	96	100	/
COc1ccc2nc(-c3ccc(NC(=O)/C=C/c4ccc(OC)c(OC)c4)cc3)sc2c1	87	94	100	58	/	86	87	96
c1ccc(N2c3nc4ccccc4cc3Sc3cc4ccccc4nc32)nc1	/	83	86	83	93	78	74	68
Cc1ccc(Sc2ccccc2N)cc1	81	100	108	110	90	72	54	102
CC(C)(C)C(S)CS (configuration not stated)	89	103	111	101	113	89	96	114
CCN(CCCNc1cc2c(c(N)c1S(=O)(=O)O)C(=O)c1ccccc1C2=O)c1ccccc1	89	93	101	93	89	118	107	89
Cc1cc2nnc3c4ncccc4c(C#N)n3c2cc1C	103	94	108	103	/	114	93	99
CN(C)CCCC1(c2ccc(F)cc2)OCc2cc(-c3cccc4[nH]ccc34)ccc21 (configuration not stated)	-34*	-39*	-4.2*	32	74	-15*	-24*	41
Cc1ccc2c(c1)nc(-c1ccccc1)n2CC(=O)N=Nc1c(O)[nH]c2ccc(Br)cc12	-78*	-46*	-7.0*	-5.0*	-72*	0.4*	-70*	-76*
OCCN(Cc1ccccn1)Cc1ccccn1	102	98	99	102	/	97	102	100
O=C1c2c(c3c4ccccc4[nH]c3c3ccccc23)C(=O)N1O	79	89	/	98	96	54	68	72
CCOC(=O)/C(F)=C/C1CC1CCc1cccc(C(F)(F)F)c1 (configuration not stated)	109	108	111	103	113	106	95	107
Cc1cc(=O)c2c(ccc3c(=O)cc(C)[nH]c32)[nH]1	87	103	103	111	106	104[100 µM]	101	104
Cc1cc(C)nc(NS(=O)(=O)c2ccc(NC(=O)Nc3cc(Cl)ccc3Cl)cc2)n1	107	96	98	106	104	79	94	88
O=[N+]([O-])c1ccc(/C=C/C=C/c2ccccc2)cc1	105	92	106	113	99	86	83	105
ClC1C2CC3C(C2)C13 (configuration not stated)	108	109	97	126	106	92	96	102
Cc1c(NC=O)c(=O)n(-c2ccccc2)n1C	109	94	97	114	97	104	97	116
CC(=O)N1N=C(c2ccc3c(c2)OCO3)CC1c1ccccc1 (configuration not stated)	110	97	100	103	103	99	115	76
O=[N+]([O-])c1cc([N+](=O)[O-])c(C(F)(F)F)cc1NN=C(c1ccc(O)cc1)c1ccc(O)cc1	/	-6.5*	103	108	132	66	-10*	83
Cc1csc[n+]1CCC1CCCCC1	65	97	78	100	92	85	98	94
Cc1ccc(N2CCN(CC(O)COc3ccc(Cl)cc3)CC2)cc1 (configuration not stated)	114	112	110	99	104	/	96	99
Oc1ccccc1-c1cncnc1	96	102	98	104	97	92	95	99
COc1ccccc1-c1nc2cc(C(=O)NCc3ccccc3)ccc2n1C1CCCCC1	105	91	87	107	106	69	98	103

Another view of some results above:
compound | MDA-MB-468 | T-47D | K-562 | HS 578T | BT-549 | SR | MCF7 | MDA-MB-231
Cc1cc(=O)c2c(ccc3c(=O)cc(C)[nH]c32)[nH]1 | 87 | 103 | 103 | 111 | 106 | 104[100 µM] | 101 | 104
Cc1cc(C)nc(NS(=O)(=O)c2ccc(NC(=O)Nc3cc(Cl)ccc3Cl)cc2)n1 | 107 | 96 | 98 | 106 | 104 | 79 | 94 | 88
O=[N+]([O-])c1ccc(/C=C/C=C/c2ccccc2)cc1 | 105 | 92 | 106 | 113 | 99 | 86 | 83 | 105
ClC1C2CC3C(C2)C13 (configuration not stated) | 108 | 109 | 97 | 126 | 106 | 92 | 96 | 102
Cc1c(NC=O)c(=O)n(-c2ccccc2)n1C | 109 | 94 | 97 | 114 | 97 | 104 | 97 | 116
CC(=O)N1N=C(c2ccc3c(c2)OCO3)CC1c1ccccc1 (configuration not stated) | 110 | 97 | 100 | 103 | 103 | 99 | 115 | 76
O=[N+]([O-])c1cc([N+](=O)[O-])c(C(F)(F)F)cc1NN=C(c1ccc(O)cc1)c1ccc(O)cc1 | / | -6.5* | 103 | 108 | 132 | 66 | -10* | 83

Only MCF7, for some of the entries so far:
Structure | MCF7
CN(C)CCCC1(c2ccc(F)cc2)OCc2cc(-c3cccc4[nH]ccc34)ccc21 (configuration not stated) | -24*
Cc1ccc2c(c1)nc(-c1ccccc1)n2CC(=O)N=Nc1c(O)[nH]c2ccc(Br)cc12 | -70*

The listing continues:
SMILES	MDA-MB-468	T-47D	K-562	HS 578T	BT-549	SR	MCF7	MDA-MB-231
COC(=O)c1cccc(I)c1	85	96	95	/	97	83	99	100
CC(C)NC(=O)OCc1c(COC(=O)NC(C)C)c(-c2ccc(Cl)cc2)n2c1CCC2	-9.0*	36	58	74	27	2.9*	41	66
COc1cc2c3c(n(C4CCC(O)CC4)c(=O)c2cc1OC)-c1cc2c(cc1C3=O)OCO2 (configuration not stated)	46	24	92	85	52	22	22	76
Cc1ccc(S(=O)(=O)N/N=C/C2(c3ccccc3)CC2)cc1	96	101	98	102	102	101	89	102
CCN(CCO)CC(C)Nc1ccc([N+](=O)[O-])c2sc3ccccc3c(=O)c12 (configuration not stated)	21	40	12	27	59	13	13	49
COC(=O)c1ccc(C(=O)OC)c(O)c1	99	127	92	102	106	97	104	111
O=C(O)CC1S/C(=N/N=C/c2ccc3c(c2)OCCO3)NC1=O (configuration not stated)	107	100	105	97	105	108	101	110
Cc1ccc(-n2cc(-c3ccccc3)c3c4n(c(=S)nc32)CCN4)cc1	106	82	80	95	105	78	82	90
CC(=O)Nc1nc(-c2cccc(NS(=O)(=O)c3cccc4c(N(C)C)cccc34)c2)cs1	22	46	48	74	56	66	51	75
CCOC(=O)c1c(NC(C)=O)sc2c1CCC(=O)C2=O	111	104	89	92	118	88	86	102
O=C(Nc1cccc(C2=NCCN2)c1)c1cccc(C(=O)Nc2cccc(C3=NCCN3)c2)c1	91	97	97	98	110	92	88	101
O=C(Nc1cncnc1Oc1cccc(C(F)(F)F)c1)c1ccc(F)cc1	105	/	118	103	/	95	98	114
C[C@H]1CNC[C@H]1NC(=O)c1cc2cc(Cl)c(F)c(F)c2[nH]1	45	54	77	81	85	70	48	74
NC1=NN(O)C2=CC([N+](=O)[O-])C=CC2=N1 (configuration not stated)	107	101	103	99	104	95	96	118
O=S(=O)(c1ccc(Br)cc1)n1ccc(-c2ccc(OCCCF)cc2)n1	40	73	56	115	110	75	76	101
O=C1NC(c2ccccc2[N+](=O)[O-])c2sc3c(F)cccc3c2C1Cl (configuration not stated)	80	66	77	/	97	91	70	89
CCCCCC(O)C(C)(C)C (configuration not stated)	107	93	86	126	102	87	106	119
COc1cc2c(c(OC)c1OC)CCC(c1cccc(NC(=O)c3ccc(Br)cc3)c1)O2 (configuration not stated)	36	40	50	90	88	35	73	83
Nc1ccc([N+](=O)[O-])cc1C(=O)C(=O)N1CCOCC1	103	99	102	115	101	113	97	101
O=C1/C(=C/c2cccc(F)c2)Cc2ccccc21	107	103	106	181	106	/	25	112
Clc1ccc(C2=NN(c3ccc(Cl)cc3)C(c3ccc(Cl)cc3)C2)cc1 (configuration not stated)	107	86	95	102	102	/	93	116
CN(C)CCN1C(=O)c2cccc3c(/C=C/CN4C(=O)c5cccc6cccc(c56)C4=O)ccc(c23)C1=O	89	98	-47*	83	97	-16*	-72*	-57*
COc1cc(/C=N/Nc2ccccc2Br)cc(OC)c1OC	79	72	62	103	80	54	92	88
COc1ccc(NC(C)=O)c([N+](=O)[O-])c1	103	94	143	113	109	116	99	127
Cc1ccc(S(=O)(=O)Oc2cc3oc(=O)c4c(c3cc2Cl)CCCCC4)cc1	/	62	76	84	76	66	82	81

Taken from the listing (three entries):
SMILES	MDA-MB-468	T-47D	K-562	HS 578T	BT-549	SR	MCF7	MDA-MB-231
COc1cc(/C=N/Nc2ccccc2Br)cc(OC)c1OC	79	72	62	103	80	54	92	88
COc1ccc(NC(C)=O)c([N+](=O)[O-])c1	103	94	143	113	109	116	99	127
Cc1ccc(S(=O)(=O)Oc2cc3oc(=O)c4c(c3cc2Cl)CCCCC4)cc1	/	62	76	84	76	66	82	81

Exported as labelled records: part of the list above
> Clc1ccc(C2=NN(c3ccc(Cl)cc3)C(c3ccc(Cl)cc3)C2)cc1 (configuration not stated)
  MDA-MB-468: 107; T-47D: 86; K-562: 95; HS 578T: 102; BT-549: 102; SR: /; MCF7: 93; MDA-MB-231: 116

> CN(C)CCN1C(=O)c2cccc3c(/C=C/CN4C(=O)c5cccc6cccc(c56)C4=O)ccc(c23)C1=O
  MDA-MB-468: 89; T-47D: 98; K-562: -47*; HS 578T: 83; BT-549: 97; SR: -16*; MCF7: -72*; MDA-MB-231: -57*

Additional records.
SMILES	MDA-MB-468	T-47D	K-562	HS 578T	BT-549	SR	MCF7	MDA-MB-231
CCCCC#CC(=O)OCC	89	90	93	103	107	118	102	108
CC(C)c1nc(-c2cccc(O)c2)c(-c2ccnc(NCCCNS(=O)(=O)c3ccc(Cl)cc3)c2)s1	61	66	14	92	65	40	56	42
O=C(c1ccc(Br)cc1)c1cc2ccccc2o1	82	89	91	100	82	88	78	90
COc1ccccc1NOC(=O)CCOc1ccccc1	113	113	122	112	105	103	99	108
O=C(c1cccc(Cl)n1)c1c[nH]c2ccccc12	96	82	100	85	127	78	81	83
CCOc1ccc(N2C(=O)N(c3ccc(C)cc3)C(=N)C2=S)cc1	99	84	74	99	107	84	93	114
CC(=O)Nc1ccc(C(=O)N2C(=N)C(C#N)=C(O)/C2=C\c2ccc(Cl)c(Cl)c2)cc1	89	/	77	83	87	/	86	/
O=C(Nc1ccc(Cl)c(Cl)c1)c1ccc(Cl)c(Cl)c1	99	69	94	97	90	80	74	88
Cc1ccc(S(=O)(=O)Nc2sccc2-c2nc(-c3ccccc3)no2)cc1	98	/	103	97	92	/	93	101
CC(C)CCC[C@@H](C)[C@H]1CC[C@H]2[C@@H]3CC=C4N(c5ccccc5)C(=O)CC[C@]4(C)[C@H]3CC[C@]12C	96	95	103	109	/	92	90	111
